High-throughput results as filed in PubChem.
CCR6 antag: blocks CCL20-driven beta-arrestin recruitment at human CCR6. inhibition, % at 20 µM. CHO-K1 CCR6 PathHunter beta-arrestin, luminescence, CCL20-stimulated. hit rate 0.49% among 340,000;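 active means compounds whose inhibition of the agonist-driven luminescence signal at 20 µM reaches about 50%, limit read from the data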;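 further: cells stimulated with CCL20 at 14 nM final; plate controls were DMSO with CCL20 for no effect and DMSO without agonist for full effect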
Target sequence (P51684 whole entry, looked up): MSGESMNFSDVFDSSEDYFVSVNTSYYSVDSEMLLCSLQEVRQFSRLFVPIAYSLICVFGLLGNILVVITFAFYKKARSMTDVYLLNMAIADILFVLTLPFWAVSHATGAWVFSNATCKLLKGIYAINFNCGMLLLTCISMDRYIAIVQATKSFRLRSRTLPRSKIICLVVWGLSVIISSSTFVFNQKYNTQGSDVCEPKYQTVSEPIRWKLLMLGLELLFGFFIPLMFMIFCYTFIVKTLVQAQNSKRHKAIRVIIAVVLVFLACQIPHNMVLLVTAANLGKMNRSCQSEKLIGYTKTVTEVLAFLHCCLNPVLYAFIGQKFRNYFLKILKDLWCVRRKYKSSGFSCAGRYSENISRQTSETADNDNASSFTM
CXCR6 block: CXCR6 (human) receptor inhibition. O00574. CHO-K1 PathHunter CXCR6 beta-arrestin, luminescence. inhibition, % at 20 µM. hit rate 0.36% among 360,000; in the data active means inhibition above about 34%, passing the limit was not always enough;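 further: antagonist mode with CXCL16 agonist at 10 nM final; 0% = 10 nM CXCL16 with DMSO and 100% = unstimulated wells without agonist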
Target sequence (O00574 whole entry, looked up): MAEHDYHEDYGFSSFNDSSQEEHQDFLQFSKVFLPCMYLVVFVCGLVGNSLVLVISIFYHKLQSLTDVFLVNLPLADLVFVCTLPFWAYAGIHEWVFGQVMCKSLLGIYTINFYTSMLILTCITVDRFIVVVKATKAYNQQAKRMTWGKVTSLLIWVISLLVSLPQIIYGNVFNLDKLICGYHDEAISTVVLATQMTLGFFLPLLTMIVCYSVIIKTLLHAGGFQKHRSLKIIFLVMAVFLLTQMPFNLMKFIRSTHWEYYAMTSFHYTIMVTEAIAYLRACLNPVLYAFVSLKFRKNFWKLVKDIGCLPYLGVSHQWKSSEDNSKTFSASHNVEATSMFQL
EBI2 antag: EBI2 (human) antagonism; AID 651636; inhibition, % at 5 µM; EBI2 beta-arrestin recruitment, luminescence, 7a,25-OHC stimulated; hit rate 0.81% among 360,000; P32249; in the data active means inhibition above about 38%;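 further: enzyme fragment complementation signal reports receptor beta-arrestin coupling in cells; 0% = agonist plus DMSO wells and 100% = wells without agonist; some results beyond the cut were filed as inactive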
Target sequence (P32249 whole entry, looked up, the tested form may be a part): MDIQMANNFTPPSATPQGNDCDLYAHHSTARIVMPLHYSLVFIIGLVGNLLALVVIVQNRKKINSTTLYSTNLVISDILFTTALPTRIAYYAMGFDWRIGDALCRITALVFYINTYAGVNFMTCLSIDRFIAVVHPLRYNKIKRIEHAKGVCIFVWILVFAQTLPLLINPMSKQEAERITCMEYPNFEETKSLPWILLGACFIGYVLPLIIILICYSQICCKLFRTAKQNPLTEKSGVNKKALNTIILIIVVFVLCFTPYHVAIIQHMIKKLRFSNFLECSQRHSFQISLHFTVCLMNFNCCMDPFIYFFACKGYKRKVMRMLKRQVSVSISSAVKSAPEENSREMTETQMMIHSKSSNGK
UPR XBP1 act: activators of adaptive arm of unfolded protein response (XBP1); CHO-XBP1 luciferase reporter, IRE1-XBP1 UPR activation, luminescence; percent of tunicamycin response, DMSO as zero; activation, % at 20 µM; hit rate 0.33% among 330,000; AID 463104;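 active means versus positive control, 20 µM dose yields 30% or more activation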;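 further: 100% = tunicamycin at 10 µg/mL and 0% = DMSO only wells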
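Material: CHO cell line with stable XBP1 luciferase reporter; buffer or medium: F12 medium containing 10% fetal bovine serum; compound: single point, 20 µM final compound, 1% DMSO; incubation: 6 h treatment, 37 °C; measured by: glow luminescence from Steady-Glo reagent; evaluation: activation, % of tunicamycin; control set: tunicamycin high, DMSO low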
tim23-1 inh: inhibits growth of tim23-1 mutant yeast; S. cerevisiae tim23-1 growth, BacTiter-Glo luminescence, 24 h; hit rate 1.3% among 330,000; AID 463212; inhibition, % at 20 µM;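 active means growth inhibition of the mutant yeast at or above 50%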;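 further: temperature-sensitive mutant grown at 25 °C; plate controls were DMSO-treated mutant yeast for no effect and medium wells lacking yeast for full effect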
UPR CHOP act: activators of apoptotic arm of unfolded protein response (CHOP); CHO-CHOP luciferase reporter, UPR activation, luminescence; percent of tunicamycin response over DMSO baseline; activation, % at 10 µM; hit rate 0.34% among 330,000;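 active means at 10 µM dose, activation of 40% or more, normalized to positive control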;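 further: 100% = tunicamycin at 10 µg/mL and 0% = DMSO alone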
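Test system: CHO CHOP reporter cells. Input: 500 CHO-CHOP cells per well. Medium: F12 with 10% FBS. Technique: luciferase luminescence. Measure: percent activation relative to tunicamycin control. Dosing: 10 µM compound, 0.5% DMSO. Timing: 16-18 h cell attachment, then 6 h compound exposure, 37 °C.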
Mdm2-MdmX inh: inhibitors of human Mdm2/MdmX interaction. O15151+Q00987. SaOS-2 split-luciferase Mdm2/MdmX complementation, luminescence. inhibition, % at 8 µM. hit rate 3% among 330,000. AID 485346;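 active means inhibition of at least 50% at 8 µM in the primary screen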
APJ antagonist: APJ receptor antagonism. P35414. CHO-K1 APJ beta-arrestin complementation, luminescence. inhibition, % at 20 µM. hit rate 0.32% among 330,000;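 active means inhibition above about 40% at 20 µM, limit read from the data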;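 further: cells challenged with 10 nM apelin-13 agonist together with compound; plate controls were apelin-13 plus DMSO wells for no effect and DMSO wells lacking apelin-13 for full effect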
APJ ag: APJ receptor agonism. hit rate 0.11% among 330,000. activation, % at 20 µM. CHO-K1 APJ PathHunter beta-arrestin, luminescence; 0% DMSO wells, 100% apelin. AID 2520;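 active means activation more than six SD over the plate average, tested at 20 µM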;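 further: 0% = DMSO alone and 100% = apelin-13 at 10 nM; some results filed as inactive read as strong as hits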
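Assay system: CHO-K1 cells stably expressing ProLink-tagged human APJ and arrestin–beta-gal acceptor. Compound dosing: 20 µM single point, 1% DMSO. Times: 16-18 h seeding, 90 min dark compound exposure, 60 min detection. Detection: beta-gal luminescence. Evaluation: APJ–arrestin association signal. Controls: negative DMSO alone, positive Apelin-13 at 10 nM.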
Numbers without * were called inactive; . = not tested or not shown.

cpd | Molecule | CCR6 antag | CXCR6 block | EBI2 antag | UPR XBP1 act | tim23-1 inh | UPR CHOP act | Mdm2-MdmX inh | APJ antagonist | APJ ag
1 | CC(OC(=O)CCC(=O)c1cccs1)C(=O)NC1CCCCC1C (stereo unspecified) | 18.8 | -3.5 | -2.9 | -3.5 | 22.3 | -1.9 | -0.1 | 2.6 | -1.5
2 | N#Cc1c(NC(=O)CSc2nc(N)cc(=O)[nH]2)sc2c1CCCCCC2 | -1.9 | -0.6 | -5.3 | 2.5 | -2.1 | 2.2 | 25.2 | 14.2 | -1.0
3 | Nn1c(SCC(=O)Nc2ccccc2C(F)(F)F)nncc1=O | -0.5 | -9.5 | 1.6 | -4.4 | 0.3 | 0.3 | 20.0 | 21.4 | -1.0
4 | O=C(c1cccc(S(=O)(=O)Nc2ccccc2Cl)c1)N1CCC1 | 11.5 | -6.8 | -4.7 | 2.4 | -2.2 | 0.0 | -2.2 | 7.3 | -0.3
5 | CCCCN(CCCC)C(=O)C1CC=CCC1C(=O)O (stereo unspecified) | 5.5 | 4.6 | -14.7 | 0.2 | -2.1 | -1.1 | 9.3 | 2.9 | -3.1
6 | CCOC(=O)CC1(C)NC(=O)c2c(C)sc(C(=O)OCC)c2N1 (stereo unspecified) | -6.3 | -3.9 | -11.7 | -4.5 | 5.2 | -2.2 | 19.9 | 9.7 | -2.4
7 | COc1cccc2c1NC(C(=O)O)C1CC=CC21 (stereo unspecified) | 5.0 | -0.1 | -2.5 | -0.8 | -5.7 | 1.7 | 6.6 | -18.2 | -2.2
8 | CCc1c(C)nc2c(C)cccc2c1SCCC#N | 11.3 | 4.5 | 15.0 | -1.6 | 24.5 | -1.2 | 31.5 | 11.3 | -1.1
9 | O=C(Cc1cccc(C(F)(F)F)c1)OCC(=O)N1CCN(S(=O)(=O)c2ccc(Cl)cc2)CC1 | 2.0 | 1.0 | 1.7 | -1.3 | 18.4 | -0.9 | 1.5 | -5.5 | -3.6
10 | O=C(CCc1ccccc1)NC(=S)Nc1cc(C(F)(F)F)ccc1N1CCOCC1 | -20.4 | 8.5 | 21.2 | -1.8 | 21.5 | -0.6 | 30.6 | -15.4 | -3.3
11 | CCOC(=O)Cn1c(=O)c2c(nc(N3CCCCC3)n2C)n(C)c1=O | -9.8 | 6.2 | 1.9 | -6.5 | 15.9 | -2.6 | -6.8 | -2.2 | -1.7
12 | NC(=O)C1CCN(c2oc(-c3ccccc3F)nc2S(=O)(=O)c2ccc(Cl)cc2)CC1 | 6.7 | -0.3 | -1.4 | -4.1 | 7.1 | -0.2 | -7.0 | 11.9 | 0.4
13 | NS(=O)(=O)c1ccc(NC2=CC(=O)C(=O)c3ccccc32)cc1 | 26.4 | -8.0 | 8.0 | 9.9 | 22.3 | 15.8 | 30.0 | -25.8 | 10.0
14 | Cc1cc2cc3c(cc2nc1SCC(=O)OC(C)C)OCCO3 | 5.7 | 1.5 | 5.8 | 1.8 | 27.8 | -0.2 | 14.0 | 10.5 | -5.2
15 | Cc1ccc(S(=O)(=O)CC(=O)c2ccc3c(c2)OCCO3)cc1 | 8.6 | 10.1 | -1.3 | 3.1 | 21.9 | 1.8 | 13.3 | 9.6 | -2.3
16 | O=C(Nc1ccc2c(c1)OCO2)c1cc(Cl)ccn1 | 8.4 | 4.5 | 3.4 | -1.4 | 5.6 | 3.1 | -101.3 | -3.7 | -3.5
17 | COc1ccccc1C1C=C(c2ccccc2)Nc2nnnn21 (stereo unspecified) | 13.7 | -5.2 | -1.7 | 1.7 | 18.2 | 0.6 | 26.1 | 16.0 | -5.9
18 | CCOc1cc(C=O)ccc1OCCSc1ccc(C)cc1 | 8.5 | -8.1 | -3.8 | -0.9 | 16.5 | 1.3 | -23.0 | -0.7 | -2.1
19 | O=C(NCc1ccco1)C(c1cccs1)N(Cc1ccccc1)C(=O)Cn1nnc2ccccc21 (stereo unspecified) | -18.4 | -1.3 | -1.7 | -2.4 | 10.6 | -1.3 | 13.1 | -10.7 | -2.2
20 | CCOC(=O)CNc1ncc([N+](=O)[O-])cc1C#N | -4.0 | -5.9 | -14.7 | -2.5 | 14.7 | -1.7 | 29.7 | 1.1 | -1.6
21 | Cc1nc2nc(C)c(NS(=O)(=O)c3ccc(CC(C)C)cc3)c(=O)n2[nH]1 | 14.4 | -2.9 | -1.2 | -1.7 | 13.6 | 2.1 | 7.5 | 18.7 | -1.9
22 | COc1ccc(CNC(=O)CCc2c[nH]c3ccccc23)cc1 | 8.9 | 0.6 | 7.9 | 1.7 | 18.8 | 0.4 | -13.2 | -6.8 | 0.7
23 | CCCCN(C(=O)C1CCC1)c1c(N)n(Cc2ccccc2)c(=O)[nH]c1=O | 1.9 | 4.6 | -2.7 | -2.5 | -5.6 | 0.5 | 34.1 | 5.8 | -1.7
24 | O=C(CNc1cccc(C(F)(F)F)c1)N/N=C/c1cn(-c2ccccc2)nc1-c1ccccc1 | 8.8 | -8.0 | -3.1 | 3.7 | 8.0 | 5.3 | 3.6 | -21.3 | 2.8
25 | CN(Cc1c(C(=O)N/N=C/c2cccc(F)c2)nnn1-c1nonc1N)c1ccccc1 | 8.9 | -7.0 | 0.2 | -2.5 | 29.2 | 1.6 | 20.9 | -62.7 | 4.1
26 | CC(C)N(Cc1ccccc1)C(=O)c1cccs1 | 7.6 | 1.4 | -2.3 | 3.6 | 20.9 | 2.4 | -1.4 | 17.0 | -3.7
27 | O=[N+]([O-])c1cccc(NC(=S)N2CCOCC2)c1 | 6.7 | 6.0 | -1.1 | -0.2 | 1.6 | -0.7 | 11.1 | 1.5 | -2.0
28 | COc1cccc(NC(=O)CN(C)C(=O)c2ccccc2CCc2ccccc2)c1 | 16.2 | 1.8 | 3.9 | -1.2 | 37.9 | 0.9 | -9.0 | -7.1 | 0.4
29 | CC(=O)c1c(C)[nH]c(C)c1C(C)=O | 0.2 | -4.8 | 2.6 | 0.3 | 13.3 | -0.1 | -13.2 | 4.9 | -2.0
30 | COc1ccc(CN(Cc2ccc(C(=O)O)cc2)C(=S)Nc2ccccc2C)cc1OC | 12.5 | 9.0 | -3.0 | 0.3 | 11.5 | 0.1 | -4.4 | -0.4 | -2.3

Next section:
cpd | Molecule | CCR6 antag | CXCR6 block | EBI2 antag | UPR XBP1 act | tim23-1 inh | UPR CHOP act | Mdm2-MdmX inh | APJ antagonist | APJ ag
31 | Cc1nc([N+](=O)[O-])cn1CC(=O)c1ccc(Br)cc1 | 5.0 | -4.8 | -9.6 | -1.2 | 11.5 | -1.1 | 13.5 | 9.8 | -1.8
32 | COC(=O)CCCCCN1C(=O)NC(C2CC2)C(C(=O)OCc2ccccc2)=C1C (stereo unspecified) | 13.5 | -4.3 | 0.2 | -3.2 | 15.9 | -2.5 | 12.4 | -4.2 | -0.6
33 | COc1ccc(OC)c(NC(=O)CSc2nnnn2C2CCCC2)c1 | 3.8 | -5.4 | 3.2 | 1.7 | -2.0 | 0.9 | -5.7 | 8.6 | 1.8
34 | COc1cc(C(=O)O)cc(OC)c1OCc1cc(C(=O)O)oc1C | -10.2 | -2.2 | -11.9 | -2.5 | -0.8 | -2.1 | -2.4 | 17.9 | 0.5
35 | COc1ccc(/C=N/NC(=O)c2ccncc2)cc1CN1CCOCC1 | -8.1 | 4.5 | -7.1 | -0.7 | 2.1 | -2.2 | -3.2 | 6.2 | 2.6
36 | COc1ccc(-c2nc(NC(=O)c3cc(C(C)(C)C)nn3C)sc2C)cc1 | -5.0 | -11.1 | 1.2 | 8.4 | 46.3 | 6.8 | 60.7* | -27.0 | 3.8
37 | O=C(NCCc1ccccc1)c1n[nH]c(=O)c2ccccc12 | 1.0 | -2.7 | -2.8 | 1.0 | 7.4 | 1.6 | -20.9 | 23.9 | -1.0
38 | Cc1cc(C)cc(C(=O)OCC(=O)N2CCCCCC2)c1 | 11.4 | -2.6 | -5.0 | 4.5 | 15.2 | 1.0 | 9.7 | -10.7 | -3.7
39 | O=C1N/C(=C/c2cccn2-c2ccccc2)C(=O)N1Cc1ccc(F)cc1 | -6.3 | 1.6 | 7.0 | 2.4 | -7.4 | 0.8 | 10.5 | -6.9 | -3.3
40 | Cn1c(SCC(=O)NC2CCCCCC2)nnc1-c1cccs1 | -2.0 | -6.0 | -11.8 | -0.9 | 18.2 | -0.7 | -15.8 | 8.0 | 3.5
41 | O=C(CSc1nnnn1-c1ccccc1)Nc1ncc(Cc2cccc(Cl)c2Cl)s1 | 2.3 | -10.8 | -7.4 | -2.0 | 2.5 | 2.9 | 56.2* | 10.9 | 1.2
42 | O=C(O)C(Cc1ccc(O)cc1)N1C(=O)c2c(Cl)c(Cl)c(Cl)c(Cl)c2C1=O (stereo unspecified) | 9.2 | 14.0 | 1.7 | -0.2 | 18.1 | 0.8 | 11.2 | -3.7 | -4.2
43 | CN=C1N(C)C[C@@H]2[C@@H]3C(=O)N(C)C(=O)[C@@H]3[C@](Cc3ccccc3)(C(=O)OC)N12 | 8.3 | -0.8 | -4.3 | -2.2 | 30.8 | -0.4 | 26.6 | . | .
44 | CC(=O)c1c(C)[nH]c(C(=O)OCC(=O)C(C)(C)C)c1C | -3.7 | -4.9 | -8.6 | -2.0 | -3.7 | -0.2 | 15.2 | 0.1 | 6.3
45 | C/C(=N\NC(=O)c1nnn(-c2nonc2N)c1CN(C)c1ccccc1)c1cccnc1 | -15.1 | -9.2 | -9.1 | -5.5 | 11.2 | 1.1 | 26.3 | 1.3 | -0.3
46 | COc1ccccc1Sc1nc(-c2ccccc2)ncc1OC | -1.5 | -6.7 | 1.5 | -2.1 | 13.4 | -0.2 | 13.9 | 0.3 | -2.9
47 | COc1ccc(-c2nncnn2)cc1 | 15.9 | . | . | 3.4 | 42.5 | 1.3 | -31.3 | -13.1 | -1.5
48 | CSc1cccc(NC(=O)c2ccc(CN3CCc4ccccc4C3)cc2)c1 | 16.7 | 8.7 | 1.2 | -2.4 | 4.3 | 3.1 | 31.0 | 4.2 | -0.9
49 | COc1ccc(CNC(=O)[C@@H](NC(=O)C2CCN(S(=O)(=O)c3ccccc3)CC2)C(C)C)cc1 | 2.6 | -0.7 | 4.3 | -0.5 | 12.5 | 1.6 | 29.2 | -15.9 | 6.7
50 | O=c1[nH]c(SCc2cccc(Cl)c2)nc2c1CCCC2 | -9.8 | -6.0 | -8.1 | 0.8 | 20.5 | 30.2 | 5.4 | 21.1 | -5.7
51 | O=C(COc1ccc(/C=C2/NC(=O)NC2=O)cc1)Nc1ccc(F)cc1 | 10.3 | 3.6 | -5.2 | -0.9 | 19.9 | -0.4 | -6.4 | -7.5 | 3.3
52 | COc1cccc(-c2nnc(SCC(=O)Nc3cc(C)ccc3OC)n2N)c1 | -3.6 | -7.5 | 6.4 | 0.9 | 15.2 | -2.8 | -16.2 | -11.0 | -4.1
53 | COC(=O)c1ccccc1NC(=O)Cn1cnc2c(cnn2-c2ccccc2)c1=O | 0.0 | 1.1 | 6.5 | -0.5 | 6.1 | 0.5 | 5.9 | 7.0 | 2.3

Not all compounds are listed; count on the stated rates, not on these rows.
